CHO-K1 Ca PAM: M1 PAM counterscreen hit in parental CHO-K1 cells. ATP EC20, Fluo-8 calcium fluorescence; 0% at ATP EC20, 100% at ATP max. activation, % at 3 µM. hit rate 0.02% among 360,000. AID 602247;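 active = activation above the run cutoff, the mean activation of all test compounds plus 3 SD, cut at about 40% in these data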;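 note: peak over basal fluorescence ratio in a 140 s read after ATP addition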
CHO-K1 Ca ag: counter-screen for M1 agonists: effect in parental CHO-K1 cells; Fluo-8 calcium fluorescence; scaled to maximal ATP response, vehicle zero; activation, % at 3 µM; hit rate 0.48% among 360,000; in the data active = activation above about 15%;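 note: untransfected CHO-K1 host cells lacking M1 receptor as counterscreen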
TAAR1 antag: antagonists of human TAAR1; Q96RJ0; CHO RD-HGA16 TAAR1, Fluo-8 calcium fluorescence, antagonist; inhibition, % at 3 µM; hit rate 1.5% among 360,000; AID 624466;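 active = inhibition above a per-plate cutoff, the mean inhibition of test compounds on that plate plus 3 SD, cut at about 49% in these data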;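 note: 0% = DMSO plus EC80 beta-PEA response and 100% = DMSO alone without agonist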
Target sequence (Q96RJ0 whole entry, looked up): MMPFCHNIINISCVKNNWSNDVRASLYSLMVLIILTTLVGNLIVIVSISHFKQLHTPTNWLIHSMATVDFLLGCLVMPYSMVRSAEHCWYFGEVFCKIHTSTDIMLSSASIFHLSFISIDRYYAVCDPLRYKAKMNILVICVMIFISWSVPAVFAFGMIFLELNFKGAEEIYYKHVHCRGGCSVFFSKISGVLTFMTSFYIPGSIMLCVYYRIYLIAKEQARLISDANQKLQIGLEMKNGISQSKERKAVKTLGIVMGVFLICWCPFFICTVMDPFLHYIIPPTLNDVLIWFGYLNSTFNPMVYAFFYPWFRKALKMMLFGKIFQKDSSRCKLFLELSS
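Assay system: RD-HGA16 CHO cells with stable hTAAR1 and Gα16 / Reagent: EC80 β-phenethylamine stimulus / Doses: 3 µM, single point / Timing: dye loading 75 min at 37 °C, then 30 min room temperature / Measured by: Fluo-8 intracellular calcium dye fluorescence, real-time kinetic reads / Controls: vehicle wells and EC80 agonist wells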
TAAR1 ag: agonists of human TAAR1; Q96RJ0; CHO RD-HGA16 TAAR1, Fluo-8 calcium fluorescence; vehicle wells 0%, saturating PEA agonist 100%; activation, % at 3 µM; hit rate 0.99% among 360,000;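 active = activation above the mean activation of all test compounds in the run plus 3 SD, cut at about 38% in these data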
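Test system: RD-HGA16 (CHO) cells co-expressing Gα16 and hTAAR1 | Doses: Single dose, 3 µM | Schedule: 17-24 h seeding, 75 min 37 °C dye, 30 min RT | Evaluation: % activation from peak over basal fluorescence ratio, DMSO-to-PEA scaled | Technique: Kinetic Fluo-8 calcium fluorescence | Benchmarks: Low control DMSO, high control PEA (EC100)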
CHO-K1 Ca antag: M1 antagonist counterscreen hit in parental CHO-K1 cells; ATP-induced calcium, Fluo-8 fluorescence; inhibition, % at 3 µM; hit rate 0.6% among 360,000; AID 602250;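 active = inhibition above a per-plate cutoff, the plate's mean sample inhibition plus 3 SD, cut at about 24% in these data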;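 note: 0% = DMSO plus EC80 ATP and 100% = DMSO alone without ATP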
CHRM1 agonist: agonists of human M1 muscarinic receptor. activation, % at 3 µM. hit rate 0.33% among 360,000. CHO-K1 hM1, Fluo-8 calcium fluorescence, agonist mode; 0% DMSO, 100% acetylcholine EC100;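 active = activation above the run's mean compound activation plus 3 SD, cut at about 16% in these data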;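 note: peak over basal fluorescence ratio within a 140 s kinetic read after compound addition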
Target sequence (P11229 whole entry, looked up): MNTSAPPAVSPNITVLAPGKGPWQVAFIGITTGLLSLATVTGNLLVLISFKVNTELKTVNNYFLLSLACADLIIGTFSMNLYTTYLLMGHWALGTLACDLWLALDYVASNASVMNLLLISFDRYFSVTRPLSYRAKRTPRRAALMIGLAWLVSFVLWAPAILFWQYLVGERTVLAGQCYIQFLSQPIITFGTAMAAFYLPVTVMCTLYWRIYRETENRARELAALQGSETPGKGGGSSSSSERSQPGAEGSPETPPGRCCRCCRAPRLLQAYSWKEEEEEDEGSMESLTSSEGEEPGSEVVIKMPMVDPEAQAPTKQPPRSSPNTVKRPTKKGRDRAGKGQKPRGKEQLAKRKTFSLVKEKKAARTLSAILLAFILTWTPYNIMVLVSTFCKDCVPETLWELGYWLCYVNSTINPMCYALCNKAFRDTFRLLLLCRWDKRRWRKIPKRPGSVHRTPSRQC
CHO parental Ca: signal in parental CHO cells, OX1R antagonist counter-screen | parental CHO-K1, ATP-induced calcium, Fluo-8 fluorescence | inhibition, % at 5.6 µM | hit rate 0.63% among 330,000;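 active = inhibition above that plate's mean sample inhibition plus 3 SD, cut at about 26% in these data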;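 note: 0% = ATP-challenged DMSO wells and 100% = DMSO wells without ATP; some compounds past the cut are filed as inactive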
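Test system: untransfected parental CHO cell line. Compound: one dose, 5.6 µM nominal. Detection: intracellular calcium via Fluo-8 no-wash fluorescent dye. Measure: % inhibition. Benchmarks: ATP-challenged DMSO wells low, unchallenged DMSO wells high.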
CHRM1 PAM: positive allosteric modulators of human M1 muscarinic receptor; AID 588819; activation, % at 3 µM; P11229; hit rate 0.088% among 360,000; CHO-K1 hM1, Fluo-8 calcium fluorescence, ACh EC20; 0% = ACh EC20, 100% = maximal ACh; in the data active = activation above about 19%, passing the limit was not always enough
CHRM1 antagonist: human CHRM1 antagonism. P11229. CHO-K1 hM1, Fluo-8 calcium fluorescence, ACh EC80 antagonist. inhibition, % at 3 µM. hit rate 1.3% among 360,000;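 active = percent inhibition above its own plate's cutoff, namely the mean of that plate's compound wells plus 3 SD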;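 note: peak over basal fluorescence ratio during 140 s after agonist addition; 0% = ACh EC80 plus DMSO and 100% = DMSO alone without agonist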
Active calls of the source: *; nt = no result given.

cpd	canonical_smiles	CHO-K1 Ca PAM	CHO-K1 Ca ag	CHO-K1 Ca antag	CHO parental Ca	TAAR1 ag	CHRM1 agonist	CHRM1 PAM	TAAR1 antag	CHRM1 antagonist
1	O=C(Nc1cccc(Cl)c1)c1ccccc1NC(=O)C1CCCCC1C(=O)O (stereo not drawn)	9	-0.4	-8	nt	3	-3	-1	-6	-2
2	O=C(c1ccc(S(=O)(=O)c2ccccc2)cc1)N1CCCCCC1	13	2.5	2	-12	20	-5	3	-17	2
3	CCN1C(=O)[C@@H]2[C@H](C1=O)[C@@H]1C(=O)Nc3ccccc3C(=O)N1[C@@H]2c1cccc(C)c1	5	0.4	-18	-24	13	-3	7	-11	-6
4	Cc1cc(F)ccc1S(=O)(=O)Nc1ccccc1C(=O)Nc1ccccc1-c1nc2ccccc2[nH]1	7	4.4	12	30*	nt	-1	-5	nt	18
5	CCOC(=O)Cc1csc(/N=C/c2c(O)n(-c3ccccc3C(F)(F)F)c(=O)c3ccccc23)n1	4	3.9	13	-21	16	0	-14	75*	25
6	COc1ccc(/C=C2\SC(=O)N(CCC(=O)N3CCCCC3CCO)C2=O)cc1 (stereo not drawn)	-6	6.5	6	-22	6	2	-5	18	3
7	CC(=O)NCCc1nc2cc(NC(=O)COc3cccc(C)c3)ccc2n1C	-9	0.2	-4	6	-3	-5	12	14	-6
8	CCN1CCSc2ccc(C(=O)NCc3ccc(OC(C)C)cc3)cc21	19	2.6	-4	-10	0	-9	0	-22	-4
9	COc1ccccc1OCCOCCn1cnc2ccccc2c1=O	15	0.6	-15	-7	9	-1	10	8	-10
10	OC(c1ccc(F)cc1)c1nc(-c2cccs2)cs1 (stereo not drawn)	7	0.3	2	nt	0	-1	12	1	-15
11	Fc1ccccc1NC(=S)N(CCN1CCCCCC1)Cc1cccs1	4	0.1	-10	-29	1	-6	-3	-16	4
12	COc1ccccc1-c1cc(C(=O)NCc2ccco2)no1	15	-0.3	-7	-7	17	-9	0	8	4
13	Cn1c(CCN2CCOCC2)nc2cc(NC(=O)COc3ccc([N+](=O)[O-])cc3)ccc21	3	0.1	-12	-15	1	-5	-3	-10	2
14	COc1ccc(NC(=O)CN(c2cccc(C(F)(F)F)c2)S(C)(=O)=O)cc1OC	23	1.1	-4	-17	4	-1	0	0	-7
15	CCCCn1nc(NC(=O)CC)c2cc3cc(OC)ccc3nc21	-7	6.1	-5	-11	12	-3	-2	35	2
16	CCc1cccc(NC(=O)CSC2=NS(=O)(=O)c3ccccc32)c1	12	0.4	0	4	2	-2	13	-22	-15
17	Cc1ccc(-c2nc3ccc(C)cn3c2Cc2ccccc2C(F)(F)F)cc1	-2	-0.8	-6	nt	-2	-7	-1	3	-30
18	Cc1ccc(C)c(N/C(N)=N/c2nc(C)cc(C)n2)c1	-13	27*	35*	26	116*	10	-21	98*	15
19	NC(=O)c1cc([N+](=O)[O-])ccc1NCc1cccc2ccccc12	14	1.1	-17	-10	12	-5	6	10	1
20	COc1cccc(/C=N/NC(=O)c2ccccc2NC(=O)c2ccco2)c1OC	17	5.5	-17	-13	19	-2	-4	41	2
21	CCOc1ccc(NC(=O)Nc2ccc3c(c2)CCC3)cc1	6	0.4	-11	-12	0	-4	7	10	-10
22	COc1ccc(OCCCC(=O)NC(C)c2ccccc2)cc1 (stereo not drawn)	8	0.4	-12	-9	3	-1	1	-20	-30
23	O=C(COC(=O)c1ccc(Br)o1)c1ccc(S(=O)(=O)N2CCCCC2)cc1	3	1.5	-6	-6	-1	-3	-2	14	13
24	CC1CCC(NC(=O)c2cc(C3CC3)nn2-c2ccccc2)CC1 (stereo not drawn)	-1	-0.4	-19	-27	5	-7	3	-8	-8
25	COc1ccccc1-n1cnnc1SCC(=O)c1cc(C)n(Cc2cccs2)c1C	15	0.7	2	-10	18	-4	10	5	-6
26	CCSc1nnc(NC(=O)NC2CCCCC2)s1	18	2.9	-11	-17	5	-4	3	-21	-25
27	Cc1ccccc1CNc1ncnc2cc(Cl)ccc12	-3	3.2	-9	-11	10	-1	1	24	-7
28	CNC(=O)COc1ccc(Nc2nnc(-c3ccc(C)c(S(N)(=O)=O)c3)c3ccccc23)cc1	-2	0.3	-4	-7	2	45*	-20	-9	14
29	C[C@H](NC(=O)C1CCN(S(=O)(=O)c2ccccc2)CC1)C(=O)NCc1ccccc1	18	1.2	-28	-9	6	-1	10	-18	-7
30	O=C(N/N=C/c1ccccn1)NC12CC3CC(CC(C3)C1)C2	-3	1.7	6	-14	1	4	14	21	-15
31	O=C(Cc1c(C(=O)O)[nH]c2ccccc12)NCCN1CCN(c2ccccc2F)CC1	13	0.2	-1	5	0	-3	-2	7	9
32	Cc1ccc(OC(C)C(=O)Nc2cc(C)on2)cc1 (stereo not drawn)	-5	-0.3	7	6	1	-2	5	-20	0
33	CCn1c(SCC(=O)Nc2cccc(S(=O)(=O)N(C)c3ccccc3)c2)nnc1C1CC1	-7	0.8	-9	-23	2	0	8	-13	-6
34	CCCN[C@@H]1C(=O)N2C(C(=O)OCCC)=C(C)CS[C@H]12	6	-0.3	-10	-17	1	-4	-4	-21	5
35	Cc1cc(=O)n2nc(-c3ccc(C(F)(F)F)cc3)sc2n1	19	1.0	-16	-9	4	-3	2	-20	4
36	COc1ccc2c(c1)CCCO[C@]21O[C@H](CCO)C[C@H](O)[C@H]1O	7	0.2	-1	nt	3	-1	-4	11	2
37	O=C1CS/C(=N/N=C/c2cccs2)N1	-7	0.1	3	-11	2	-5	0	2	2
38	COC(=O)c1ccc(Cl)c(NC(=O)CN(c2ccc(OC)cc2)S(=O)(=O)c2ccccc2)c1	6	1.9	4	-16	13	0	-5	23	16
39	COCc1cc(/C=N\NC(=O)Cc2ccc(Cl)cc2)ccc1OC	11	0.9	2	-19	-2	-7	-3	-24	3
40	Cc1ccc(C(=O)OCC(=O)NCc2cccc(Cl)c2)cc1S(=O)(=O)N1CCCCC1	-11	0.3	9	nt	0	-4	-5	-14	8
41	O=C(NNc1cc(C(F)(F)F)nc2ccccc12)Nc1cccc(Cl)c1	-4	3.3	9	-9	4	1	-1	26	12
42	CN(C)c1ccc(N2C(=NC(=O)COc3ccccc3)SC3CS(=O)(=O)CC32)cc1 (stereo not drawn)	-9	-0.5	-1	-30	3	-5	-12	-18	27
43	Cc1ccc(C(=O)CN(C(=O)c2ccc(Cl)c(Cl)c2)N2C(=O)C3CCCCC3C2=O)cc1C (stereo not drawn)	14	-0.1	-16	-23	0	0	1	-7	10
44	O=S(=O)(Cc1ccccc1)NCc1ccccn1	4	0.1	-12	4	nt	-4	0	nt	-3
45	Cn1c(CNC(=O)c2ccco2)nnc1SCC(=O)c1ccccc1	19	0.6	-9	-2	2	-3	9	-30	-12
46	O=C(O)C1C2CCC(O2)C1C(=O)Nc1cccc(Cl)c1 (stereo not drawn)	-8	0.2	6	-8	14	-4	15	-16	-21
47	CC(C)(C)OC(=O)C[C@@H]1C/C=C\C[C@H](CC(=O)N[C@H](CO)Cc2ccccc2)C(=O)N[C@H](Cc2ccccc2)COC1=O	24	0.8	-19	-25	11	-6	-15	34	20
48	CC1CN(C(=O)c2ccc(COc3ccc(C(C)C)cc3)o2)CC(C)O1 (stereo not drawn)	10	1.0	-16	-20	10	1	5	9	-6

10 structures out of the list, sorted by heavy-atom count, ascending.
cpd	canonical_smiles	CHO-K1 Ca PAM	CHO-K1 Ca ag	CHO-K1 Ca antag	CHO parental Ca	TAAR1 ag	CHRM1 agonist	CHRM1 PAM	TAAR1 antag	CHRM1 antagonist
37	O=C1CS/C(=N/N=C/c2cccs2)N1	-7	0.1	3	-11	2	-5	0	2	2
44	O=S(=O)(Cc1ccccc1)NCc1ccccn1	4	0.1	-12	4	nt	-4	0	nt	-3
27	Cc1ccccc1CNc1ncnc2cc(Cl)ccc12	-3	3.2	-9	-11	10	-1	1	24	-7
35	Cc1cc(=O)n2nc(-c3ccc(C(F)(F)F)cc3)sc2n1	19	1.0	-16	-9	4	-3	2	-20	4
39	COCc1cc(/C=N\NC(=O)Cc2ccc(Cl)cc2)ccc1OC	11	0.9	2	-19	-2	-7	-3	-24	3
45	Cn1c(CNC(=O)c2ccco2)nnc1SCC(=O)c1ccccc1	19	0.6	-9	-2	2	-3	9	-30	-12
41	O=C(NNc1cc(C(F)(F)F)nc2ccccc12)Nc1cccc(Cl)c1	-4	3.3	9	-9	4	1	-1	26	12
42	CN(C)c1ccc(N2C(=NC(=O)COc3ccccc3)SC3CS(=O)(=O)CC32)cc1 (stereo not drawn)	-9	-0.5	-1	-30	3	-5	-12	-18	27
40	Cc1ccc(C(=O)OCC(=O)NCc2cccc(Cl)c2)cc1S(=O)(=O)N1CCCCC1	-11	0.3	9	nt	0	-4	-5	-14	8
47	CC(C)(C)OC(=O)C[C@@H]1C/C=C\C[C@H](CC(=O)N[C@H](CO)Cc2ccccc2)C(=O)N[C@H](Cc2ccccc2)COC1=O	24	0.8	-19	-25	11	-6	-15	34	20

Source: PubChem BioAssay

Rows are unselected; about 4.4% have a hit in one of these screens.
